High-throughput results as filed in PubChem.
PNC assembly inh: perinucleolar compartment assembly inhibition; activity change (PNC), negative = inhibition, % at 10 µM; PC3M PTB-GFP, PNC prevalence imaging, 16 h; active compounds read low; 140,000 compounds, 3.1% hits;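 active means readout at or below -70, meaning at least 70% loss of cells showing the perinucleolar compartment, a nuclear body marking cancer cells; inconclusive means readout between -30 and a set limit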;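 further: plate controls were DMSO wells for no effect and camptothecin positive control wells for full effect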
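Read-out is percentage of cells bearing a perinucleolar compartment, from automated 20x imaging of fixed, Hoechst-stained PC3M PTB-GFP cells. Cells were seeded 4 h, then exposed 16 h to compound (23 nl of library stock) in duplicate plates.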
ALOX12 inhib: blocks human 12-lipoxygenase activity; purified 12-hLO, xylenol orange hydroperoxide absorbance; Potency, µM (series often up to 57.1 µM), inactives show at the highest dose activity change, negative = inhibition, most hits filed as inhibitors; 150,000 compounds, 0.12% hits; AID 1452; further: potency means the concentration at half of the fitted maximal effect; nearly all actives have a fitted effect of over 55% in size; many of its hits are not listed in these tables
Target sequence (P18054 whole entry, looked up): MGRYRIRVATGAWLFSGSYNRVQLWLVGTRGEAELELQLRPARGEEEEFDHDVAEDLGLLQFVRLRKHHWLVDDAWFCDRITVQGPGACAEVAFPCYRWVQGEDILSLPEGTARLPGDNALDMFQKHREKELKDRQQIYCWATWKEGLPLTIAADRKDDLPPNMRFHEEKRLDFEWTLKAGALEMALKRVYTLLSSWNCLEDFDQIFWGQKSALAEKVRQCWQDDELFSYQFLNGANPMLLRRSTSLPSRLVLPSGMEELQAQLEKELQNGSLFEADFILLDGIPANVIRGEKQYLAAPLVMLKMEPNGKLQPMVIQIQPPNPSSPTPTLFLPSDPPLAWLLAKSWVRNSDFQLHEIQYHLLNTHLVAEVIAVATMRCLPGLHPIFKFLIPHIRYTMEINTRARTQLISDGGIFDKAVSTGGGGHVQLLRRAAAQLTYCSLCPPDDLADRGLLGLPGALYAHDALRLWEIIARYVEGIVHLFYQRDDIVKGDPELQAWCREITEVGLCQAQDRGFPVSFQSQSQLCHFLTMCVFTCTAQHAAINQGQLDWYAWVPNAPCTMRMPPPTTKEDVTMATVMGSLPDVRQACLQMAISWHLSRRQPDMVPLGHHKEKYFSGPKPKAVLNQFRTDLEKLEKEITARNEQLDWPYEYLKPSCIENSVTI
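Xylenol orange chromogenic assay: hydroperoxide from 12hLO oxidises Fe(II), giving red-shifted Fe(III)-XO absorbance. Conditions: 150 nM enzyme, 40 uM arachidonic acid, 25 mM Hepes pH 7.0, 0.01% Triton X-100, 30 min, room temperature.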
ALOX15B inhib: inhibitors of human 15-lipoxygenase 2 (ALOX15B); Potency, µM (titrated, usually from 57.1 µM), without a hit: top-dose activity change, negative = inhibition, usual class: inhibitors; 110,000 compounds, 0.56% hits; purified 15hLO-2, xylenol orange hydroperoxide absorbance; further: potency means the concentration at half of the fitted maximal effect; nearly all actives have a fitted effect of over 60% in size; many of its hits are not listed in these tables
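Enzyme 50 nM, AA 45 uM, 25 mM Hepes pH 7.5 + 0.01% Triton X-100; cpd preinc 15 min RT, rxn 90 min RT; stop/detect with 200 uM XO + 300 uM Fe(II) in 50 mM H2SO4, 30 min; A573/A405.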
IMPase cell inh: cell-permeable inhibitors of inositol monophosphatase (IMPase). P97697. CHO-M1 cells, IP1 accumulation, HTRF TR-FRET ratio. inhibition (IP1 accumulation), % at 46.1 µM. 120,000 tested, under 10 active. AID 901; active means well fitted curve in the direction sought with a large enough effect in the signal ratio, not every such curve was filed as active; inconclusive means small, poorly fitted or top-dose-only effect, or a change in a side signal; inactive means no such curve, though single readings can be large or run the other way; the % refers to the signal ratio;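 further: cells stimulated with carbachol in lithium chloride buffer; plate controls were DMSO basal wells for no effect and reference inhibitor wells for full effect; higher means more IMPase inhibition seen as more IP1 and lower FRET ratio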
Target sequence (P97697 whole entry, looked up): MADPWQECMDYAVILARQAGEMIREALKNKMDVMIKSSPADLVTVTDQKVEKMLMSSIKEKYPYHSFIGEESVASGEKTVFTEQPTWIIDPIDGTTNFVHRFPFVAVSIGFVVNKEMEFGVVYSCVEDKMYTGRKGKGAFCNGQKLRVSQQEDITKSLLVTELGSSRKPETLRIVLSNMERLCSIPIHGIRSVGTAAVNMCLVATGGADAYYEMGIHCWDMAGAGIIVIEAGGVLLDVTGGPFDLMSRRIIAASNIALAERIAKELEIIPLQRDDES
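Carbachol-driven Gq signalling in CHO-M1 cells (2000/well) generates IP1. Compounds that block IMPase raise IP1 and so reduce the FRET signal from Eu-anti-IP1 and d2-IP1 after a 10 min room-temperature lysis.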
* = called active by the depositor; ? = inconclusive; · = no result given; [ ] = dose if it differs, or a comment. Unless noted, the call rests on the fitted dose curve; in most records, active means well fitted curve in the direction sought with a large enough effect; inconclusive means small, poorly fitted or top-dose-only effect, or another doubt; inactive means no such curve, though single readings can be large; an effect the other way counts as inactive or inconclusive. Unless noted, on the % scale 0 is the no-effect control and ±100 the full control effect.

The opening six records (preview)
SMILES	PNC assembly inh	ALOX12 inhib	ALOX15B inhib	IMPase cell inh
CCc1cccc(NC(=O)Cn2cc3c(n2)CCCC3)c1	3	1%	·	-7
O=C1CSC(=O)N1CCOCCN1C(=O)CSC1=O	?	1%	-6%	-7
O=C(Nc1ccc2c(c1)OCCO2)c1ccccc1F	-30	1%	4%	5
COc1ccc(Cl)cc1NC(=O)N1CCN(S(C)(=O)=O)CC1	24	-1%	-2%	-5
CCOc1ccc(OCCOCCn2ccnc2)cc1	?	-6%	-4%	-2
CC1(C)C2CCC1(C)C(NC(=O)CCN1CCCCC1)C2 (stereo not drawn)	11	-4%	10%	-7

Main list, repeating the preview:
SMILES	PNC assembly inh	ALOX12 inhib	ALOX15B inhib	IMPase cell inh
CCc1cccc(NC(=O)Cn2cc3c(n2)CCCC3)c1	3	1%	·	-7
O=C1CSC(=O)N1CCOCCN1C(=O)CSC1=O	?	1%	-6%	-7
O=C(Nc1ccc2c(c1)OCCO2)c1ccccc1F	-30	1%	4%	5
COc1ccc(Cl)cc1NC(=O)N1CCN(S(C)(=O)=O)CC1	24	-1%	-2%	-5
CCOc1ccc(OCCOCCn2ccnc2)cc1	?	-6%	-4%	-2
CC1(C)C2CCC1(C)C(NC(=O)CCN1CCCCC1)C2 (stereo not drawn)	11	-4%	10%	-7
CC(=O)c1sc(-c2c(C)nc3sccn23)nc1C1CCCC1	-20	1%	-3%	14
N=C1SC(c2ccccc2)C(=O)N1c1ncc(Cc2ccccc2Cl)s1 (stereo not drawn)	39	-3%	·	3
COc1ccc(NC(=O)c2oc3ccccc3c2NC(=O)C2CC2)cc1	18	0%	4%	-1
O=S(=O)(c1ccc(Oc2ccc(Cl)cc2)c(S(=O)(=O)N2CCCCC2)c1)N1CCCCC1	96	1%	8%	1
Cc1c(C(=O)c2ccc(Cl)c(Cl)c2)cnc2cc3c(cc12)OCO3	?	-6%	·	16
Cc1cccnc1NC(=O)Nc1ccc(F)cc1	-22	7%	5%	6
C[N+](C)(C)CCOP(=O)([O-])OC[C@H](O)CO	67	17%	·	·
COc1ccc(-c2noc(CN3CCN(c4ccccc4F)CC3)n2)cc1OC	21	-10%	8%	8
COc1cc(/C=C/C(=O)O)cc(S(=O)(=O)Nc2ccccc2SC)c1OC	39	-1%	·	·
CC[n+]1c(/C=C(/C)SC)sc2ccccc21	-18	-1%	·	-2
CC(C)(Oc1ccc(Cl)cc1)C(=O)N/N=C/c1cn[nH]c1-c1ccccc1	-19	-25%	13%	12
COc1ccc(-c2nc(N)nc(C)c2Oc2ccccc2Br)c(O)c1	?	-16%	35%[activator]	4
CCOc1ccc(NC(=O)c2cnccn2)cc1	-12	4%	·	-5
Cc1cc(=O)n2[nH]c(-c3ccco3)nc2n1	32	8%	15%	-3
COC(=O)c1ccccc1	·	-3%	-2%	·
C=CCNC(=O)CC(=O)N/N=C/c1cccc(Br)c1	55	3%	·	5
CN(/N=C/c1c[nH]c2ccccc12)c1cnn(-c2ccc(F)c(Cl)c2)c(=O)c1Cl	12	0%	-9%	1
CCN(CC)S(=O)(=O)c1ccc(NC2c3ccccc3C(=O)N2c2ccc(C)cn2)cc1 (stereo not drawn)	8	4%	-2%	4
O=C(CSC(=S)N1CCOCC1)N1N=CCC1c1ccccc1 (stereo not drawn)	19	2%	2%	1
O=C(Nc1nc(-c2ccccc2)c(-c2ccccc2)s1)c1ccc(S(=O)(=O)N2CCCCC2)cc1	?	1%	·	·
CCSc1ccccc1C(=O)N1CCN(c2ccccc2F)CC1	-10	-3%	-1%	-6
Cc1sc(NC(=O)C2C3CCC(O3)C2C(=O)O)c(C(=O)OC(C)C)c1-c1ccc(Cl)cc1 (stereo not drawn)	50	-1%	-15%	-10
O=C(CC1SC(=Nc2ccc(OC(F)F)cc2)N(CCC2=CCCCC2)C1=O)Nc1ccccc1F (stereo not drawn)	31	-2%	·	·
Cn1c(=NC(=O)CCl)sc2ccccc21	?	-2%	-17%	0
O=C1CC(C(=O)Nc2ccccc2C(=O)O)C(c2ccccc2)O1 (stereo not drawn)	38	3%	0%	-6
C/C(=N/NC(=O)c1ccc(C)s1)c1cccc(NC(=O)COc2ccc(Cl)cc2Cl)c1	10	4%	10%	-2
CCc1nnc(SCC(=O)Nc2ccc(N3CCOCC3)cc2)o1	37	3%	-8%	5
Cc1occc1C(=O)N1CCN(c2ncccn2)CC1	0	5%	2%	1
Cc1cccc(N(CC(=O)NCC2CCCO2)C(=O)CCC(=O)Nc2cc(C)on2)c1 (stereo not drawn)	36	0%	3%	12
Cc1ccc(OCC(=O)NCC(=O)n2nc(C)cc2C)cc1	-3	-3%	-7%	0
CCOc1ccc(NC(=S)NC(=O)c2c(Cl)c(C)nn2C)c([N+](=O)[O-])c1	-22	0%	·	·
CC(C)N1C[C@@]23C=C[C@@H](O2)C(C(=O)OCc2ccccc2)[C@H]3C1=O (stereo partly drawn)	?	5%	-4%	-6
CCCCN(CC)C(=O)Cn1cnc2ccc(S(=O)(=O)N3CCC(C)CC3)cc2c1=O	34	0%	·	·
Cc1ccccc1NC(=O)CSCc1nc(N)nc(Nc2ccccc2C)n1	39	0%	·	6
COc1ccc(S(=O)(=O)Nc2c(C)n(C)n(-c3ccccc3)c2=O)cc1	10	0%	-1%	-9
N/C(=N\OC(=O)N1c2ccccc2Sc2ccccc21)c1ccccc1	?	-25%	·	11
O=C(CSc1ncnc2c(-c3ccc(Cl)cc3)nsc12)c1ccccc1	10	-2%	-17%	7
COc1ccc(OC)c(S(=O)(=O)Nc2ccc(C(N)=O)cc2)c1	21	1%	1%	2
CCOc1ccc(C2C(C(=O)c3ccco3)=C(O)C(=O)N2CCCn2ccnc2)cc1 (stereo not drawn)	?	-12%	1%	-1
COC(=O)CSC1=C(C#N)C(c2ccc3c(c2)OCO3)C2=C(CCCC2=O)N1 (stereo not drawn)	27	-4%	4%	0
CSCCOC(=O)C1=C(C)Nc2ccc(C)cc2S1	?	-17%	5µM*	2
O=C(COC(=O)c1ccccc1Nc1ccc(SC(F)F)cc1)NCc1ccco1	25	-2%	?	6
Cc1ccc(S(=O)(=O)NCCSc2nnnn2C)cc1	-8	-10%	·	2
COc1ccc(/C=N/NC(=O)c2ccccc2O)cc1CSc1ccccn1	27	1%	·	·
FC(F)(F)c1cc(-c2ccc3c(c2)OCO3)nc(NCc2ccco2)n1	21	-19%	3%	6
CC(=O)c1cccc(NC(=O)CCC2CCCC2)c1	-21	5%	-4%	6
CCCCn1nc2cc(C(=O)NCCCCc3ccccc3)ccc2c1OCC	-19	-1%	-8%	5
CCC(=O)N1c2ccc(C)cc2C2=NNC(=S)NC21O (stereo not drawn)	19	-5%	-2%	-8
Cc1oc(-c2cccc(Cl)c2)nc1CN1CCC(C(=O)NCc2cccnc2)CC1	?	-6%	47%[activator]	11
Cc1ccc(C2(c3ccc(C)cc3)CC2C(=O)Nc2ccc([N+](=O)[O-])cc2O)cc1 (stereo not drawn)	-18	-21%	?	6
COc1ccc(/C=N/OCC(=O)Nc2cc(C)on2)cc1OC	70	1%	·	-3
CCOC(=O)C(NC(=O)Nc1ccc(Cl)cn1)(Oc1ccc(F)cc1)C(F)(F)F (stereo not drawn)	-10	-3%	·	·
Cc1ccc2onc(CC(=O)O)c2c1	?	-1%	·	·
CC(=O)Oc1oc(-c2ccccc2)nc1C=Nc1ccccc1	0	0%	?	3

The list goes on:
SMILES	PNC assembly inh	ALOX12 inhib	ALOX15B inhib	IMPase cell inh
CNS(=O)(=O)c1ccc(NC(=O)C2c3ccccc3Oc3ccccc32)cc1	-17	-2%	·	·
CN(C(=O)CSc1nnc2ccccn12)C1CCS(=O)(=O)C1 (stereo not drawn)	?	9%	-2%	-5
C=CCn1c(-c2ccc(OC)cc2)nc2ccccc21	-2	-2%	11%	-2
O=C1C(C2=NC(C(=O)O)C3C(=O)N(c4ccccc4)C(=O)C23)=C(O)c2ccccc21 (stereo not drawn)	?	-1%	3%	8
NCCCCNS(=O)(=O)c1cccc2c(Cl)cccc12	·	-1%	41%[activator]	3
COc1ccc(S(=O)(=O)NCC(=O)N(CC(=O)NCC2CCCO2)c2ccccc2C)cc1 (stereo not drawn)	?	2%	11%[2.29 µM]	-1
O=C(NC1CCCCC1)C(c1cccs1)N(C(=O)c1ccco1)c1ccc2c(c1)OCCO2 (stereo not drawn)	-100*	-2%	·	-12
CCCc1cc(N2CCN(C(=O)c3ccco3)CC2)n2c(nc3ccccc32)c1C#N	-14	8%	-9%	2
CCc1c(C)[nH]c2c(C)cccc2c1=O	-22	0%	9%	0
N#Cc1ccccc1S(=O)(=O)N1CCN(c2ccc(S(=O)(=O)N3CCOCC3)cn2)CC1	9	0%	4%	14
O=C(/C=C/c1ccc(Cl)cc1Cl)NCCSCc1ccccc1	?	-4%	·	·
CC(=O)Nc1ccc(OCC(O)Cn2c3ccccc3c3ccccc32)cc1 (stereo not drawn)	?	-1%	·	0
CCOc1ccc(S(=O)(=O)Nc2cccc(C(=O)N3CCN(c4ccc(OC)cc4)CC3)c2)cc1	-6	-2%	-1%	4
CNC(=O)[C@H]1O[C@H](n2cnc3c(NCc4cccc(I)c4)nc(Cl)nc32)[C@@H](O)[C@@H]1O	·	-3%	22%	-3
O=C(/C=C/c1cccc(Cl)c1)NCc1cccs1	13	-1%	1%	0
Cc1ccc(-c2[nH]c(-c3ccccc3)nc2SCC(=O)NCC2CCCO2)cc1 (stereo not drawn)	?	-1%	·	?
Cc1ccc(Nc2cc(-n3nc(C)cc3C)ncn2)cc1	-9	5%	18%	-2
CN1c2ccccc2-c2nc3ccccc3n2C1c1ccco1 (stereo not drawn)	0	-12%	13%	-7
Cc1nc2c3ccccc3n(Cc3ccccc3F)c2s1	?	-3%	·	·
CCCCC1CCC(C(=O)Nc2ccccc2)CC1 (stereo not drawn)	?	8%	-8%	-2
CCC(CC)=C(C#N)C(=O)NC1CCCCC1	?	0%	·	·
COc1cc(C=C(c2nc3ccccc3s2)c2nc3ccccc3s2)cc(OC)c1O	?	-6%	·	·
C(=N\C(/N=C/c1ccco1)c1ccco1)/c1ccco1	31	-2%	3%	3
CC1CCN(S(=O)(=O)c2ccc(S(=O)(=O)NCC(=O)C(C)(C)C)cc2)CC1	-26	4%	3%	-5
Cc1cc(NC(=O)CN2C(=O)CC(c3ccco3)Sc3ccccc32)no1 (stereo not drawn)	-23	-8%	·	-11
O=C(O)c1cccnc1C(=O)O	·	8%	22%	-11
O=c1[nH]c2cc3c(cc2cc1CN(CCO)S(=O)(=O)c1ccccc1Cl)OCCO3	-6	-3%	4%	4
Cc1ccccc1NC(=S)N1CCC(C(=O)c2ccc(F)cc2)CC1	-3	-8%	-2%[11.4 µM]	-9[1.84 µM]
COc1ccc(N(CC(=O)NC2CCCCC2)C(=O)CCCC(=O)Nc2ccccn2)c(OC)c1	18	-2%	0%	1
Cc1ccc(NC(=O)c2ccccc2NC(=O)CCC(=O)O)cc1	?	3%	·	·
O=S(=O)(c1ccc2c(c1)nc1n2CCC1)N1CCOCC1	37	5%	·	6
CCn1c(=N)n(CC(=O)OC)c2ccccc21	17	-1%	5%	4
O=[N+]([O-])c1ccc2c(c1)oc1ccccc12	-16	0%	-1%	-4
CC(C)C1=CC2=CC[C@@H]3[C@@](C)(C(=O)O)CCC[C@]3(C)C2CC1 (stereo partly drawn)	·	-5%	0%	1
c1ccc(COc2cccc(CNn3cnnc3)c2)cc1	?	-3%	3%	4
Cc1cc(=O)oc2cc(OCC(=O)N3CC(C)OC(C)C3)ccc12 (stereo not drawn)	-5	2%	2%	-1
